uPA generation: blocks generation of uPA at the cell surface; cell surface uPA generation assay, qHTS; Potency, µM (titrated, usually from 38.3 µM), for the others: at the top dose activity change, negative = inhibition, usual class: inhibitors; hit rate 0.31% among 330,000; active = well fitted inhibition curve with a large enough effect; inconclusive = small, poorly fitted or top-dose-only effect; inactive = no such curve, though single readings can be large or run the other way; tested in mouse RAW 264.7 cells; note: % is set by controls: 0 for no effect and ±100 for the full control effect; nearly all actives have a fitted effect of over 55% in size
Gal4-VP16 FLuc: Gal4-VP16 reporter inhibition counter-screen; Drosophila S2 Gal4-VP16 UAS-luciferase, luminescence, 20 h; Potency, µM (doses to about 53.6 µM), inactives show at the highest dose activity, negative = inhibition, usual class: inhibitors; hit rate 3.5% among 310,000; AID 2546;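 note: Gal4-VP16 expression switched on by copper sulfate through the metallothionein promoter; % is set by controls: 0 for no effect and ±100 for the full control effect; nearly all actives have a fitted effect of over 50% in size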
MBNL1 CUG block: blocks human MBNL1 binding to CUG repeat RNA | Q9NR56 | TR-FRET MBNL1-His/biotin-(CUG)12 binding, 665/545 ratio | Potency, µM (highest dose often 57.5 µM), without a hit: at the top dose activity change, negative = inhibition, most hits filed as inhibitors | hit rate 0.036% among 280,000; active = well fitted inhibition curve with a large enough effect in the signal ratio, with a control signal flat, not every such curve was filed as active; inconclusive = small, poorly fitted or top-dose-only effect, or effect the other way, or a change in a side signal; inactive = no such curve, though single readings can be large or run the other way; the % refers to the signal ratio; note: % is set by controls: 0 for no effect and ±100 for the full control effect
Target sequence (Q9NR56 whole entry, looked up): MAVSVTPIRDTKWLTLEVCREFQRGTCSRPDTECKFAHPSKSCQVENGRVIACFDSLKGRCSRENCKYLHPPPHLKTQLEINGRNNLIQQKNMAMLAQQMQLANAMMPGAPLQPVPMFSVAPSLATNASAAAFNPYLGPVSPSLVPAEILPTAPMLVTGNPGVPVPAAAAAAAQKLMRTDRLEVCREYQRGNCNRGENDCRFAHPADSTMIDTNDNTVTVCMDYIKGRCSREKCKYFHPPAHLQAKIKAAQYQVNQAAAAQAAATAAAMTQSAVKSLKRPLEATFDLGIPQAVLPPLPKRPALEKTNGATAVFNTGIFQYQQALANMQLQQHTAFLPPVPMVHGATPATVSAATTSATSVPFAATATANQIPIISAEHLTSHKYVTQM
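His-tagged MBNL1 binding to biotinylated (CUG)12 RNA was measured by TR-FRET using terbium anti-His antibody (0.055 ng/ul final) and streptavidin-XL665 (5 nM final). Compounds were titrated 92 nM to 58 uM; 60 min at room temperature.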
Rab9 prom act: activates the Rab9 promoter | Huh7 Rab9 promoter-luciferase reporter, luminescence, 24 h | Potency, µM (highest dose often 9.22 µM), inactives show at the highest dose activation, negative = inhibition, actives largely listed as activators | hit rate 2.8% among 320,000 | AID 485297; note: % of control where 0% means no effect; nearly all actives have a fitted effect of over 60% in size
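Luminescence from Amplite-detected luciferase (10 minutes, ambient) reports Rab9 promoter activation. Before that, stable Rab9-luciferase Huh7 cells (1500/well, reduced-serum OP-MEM I plus 10% FBS) were exposed to compound for 24 hours at 37C.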
BRCA1 expr up: BRCA1 expression activation | MCF7-BRCA1-FFLuc reporter, luminescence, 48 h; response scale: scaled: vehicle 0%, 10 µM genistein 100% | Potency, µM (highest dose often 46.1 µM), for the others: at the highest dose activation, hits mostly activators | hit rate 1.1% among 380,000 | AID 624202; note: nearly all actives have a fitted effect of over 80% in size; some results filed as inactive show a strong effect at the top dose
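Cells: MCF7-BRCA1-FFLuc, 2000/well. Exposure: 48 h, 37 °C, 5% CO2. Read: luminescence, 15 min post-substrate. Controls: genistein 10 microM (maximal activation), DMSO (neutral).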
NPC1 promoter act: NPC1 promoter activation | Huh7 NPC1 promoter luciferase reporter, 24 h | Potency, µM (titrated, usually from 9.22 µM), for the others: at the highest dose activation, hits mostly activators | hit rate 2.4% among 320,000 | AID 485313;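 note: % of control where 0% means no effect; nearly all actives have a fitted effect of over 60% in size; reporter is driven by a mutant NPC1 promoter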
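Luminescence read-out of NPC1 promoter-driven luciferase in stably transfected Huh7 cells; compounds delivered in DMSO and left 24 h at 37C, 5% CO2, qHTS titration format.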
FLuc counter: counter-screen for miR-21 project: firefly luciferase inhibitors or activators; purified FLuc, Km substrates, luminescence inhibition; hit rate 6.9% among 360,000; P08659; Potency, µM (top dose mostly 57.5 µM), for inactives: at the top dose activity change, negative = inhibition, usual class: inhibitors; AID 588342;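 note: plate controls were vehicle for no effect and reference inhibitor for full effect; nearly all actives have a fitted effect of over 55% in size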
Target sequence (P08659 whole entry, looked up): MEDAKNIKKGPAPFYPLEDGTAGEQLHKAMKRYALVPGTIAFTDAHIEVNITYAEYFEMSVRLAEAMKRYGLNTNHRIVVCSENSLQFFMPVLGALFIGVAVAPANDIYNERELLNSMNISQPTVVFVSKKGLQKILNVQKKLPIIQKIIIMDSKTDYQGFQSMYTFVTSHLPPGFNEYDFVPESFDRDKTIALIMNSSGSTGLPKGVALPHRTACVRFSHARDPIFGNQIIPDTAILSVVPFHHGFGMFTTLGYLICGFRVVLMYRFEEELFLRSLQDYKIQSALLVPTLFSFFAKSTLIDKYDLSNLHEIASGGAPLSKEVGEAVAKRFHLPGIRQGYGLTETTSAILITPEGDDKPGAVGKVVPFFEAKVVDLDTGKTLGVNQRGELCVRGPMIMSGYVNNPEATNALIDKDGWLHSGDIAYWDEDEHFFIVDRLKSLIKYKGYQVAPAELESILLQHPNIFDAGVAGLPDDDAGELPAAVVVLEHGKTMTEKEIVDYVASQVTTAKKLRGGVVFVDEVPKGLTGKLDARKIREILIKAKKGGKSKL
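Purified P. pyralis luciferase, 10 nM final, with Km-level 10 uM D-luciferin and 10 uM ATP in 50 mM Tris acetate pH 7.5, 10 mM Mg acetate, 0.01% Tween-20, 0.05% BSA; 6-point qHTS titration about 60 µM downward; luminescence read.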
CXXC DNA block: blocks binding of human MLL CXXC domain to DNA | hit rate 0.037% among 290,000 | Potency, µM (titrated, usually from 115 µM), for inactives: at the top dose activity change, negative = inhibition, actives largely listed as inhibitors | MLL-CXXC / FITC-HOXA9 DNA fluorescence polarization; active = well fitted inhibition curve with a large enough effect in the polarisation, with a control signal flat, not every such curve was filed as active; inconclusive = small, poorly fitted or top-dose-only effect, or effect the other way, or a change in a side signal; inactive = no such curve, though single readings can be large or run the other way; the % refers to the polarisation
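Fluorescence polarization: 7 uM MLL-CXXC (stock) preincubated 5 min with compounds, then 50 nM fluorescein-HOX-A9 DNA (stock) added; 30 min ambient. Buffer 50 mM Tris-HCl pH 7.5, 50 mM NaCl, 1 mM DTT, 0.05% BSA.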
RORgamma inh: ROR gamma (mouse) transcription inhibition. Drosophila S2 Gal4-RORgamma UAS-luciferase reporter, 20 h. Potency, µM (series often up to 53.6 µM), for inactives: at the highest dose activity change, negative = inhibition, usual class: inhibitors. hit rate 5.4% among 310,000. AID 2551; note: % is set by controls: 0 for no effect and ±100 for the full control effect; nearly all actives have a fitted effect of over 60% in size
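Luminescence from a UAS-regulated Photinus luciferase reporter in stably transfected Drosophila Schneider cells is measured; decreased signal marks ROR gamma inhibition. Fusion expression is induced by 700 uM copper sulfate for 20 hr.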
p53 reactivator: restores transcriptional activity of mutant p53; Potency, µM (top dose mostly 92.2 µM), for the others: at the top dose activity change, positive = activation, most hits filed as activators; hit rate 0.063% among 320,000; AID 504706; H1299 p53-A138V BP100-luciferase reporter, luminescence, 24 h; note: % of control where 0% means no effect; nearly all actives have a fitted effect of over 45% in size
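p53-null H1299 cells stably carrying temperature-sensitive p53-A138V and a BP100-luciferase reporter were pinned with compounds (4-point, 1:5 series) and held 24 hrs at 37 deg C. Luminescence was read 10 min after detection reagent.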
ELG1 genotox: inducers of genotoxicity in HEK293T ELG1-luciferase cells. hit rate 1.3% among 330,000. Potency, µM (highest dose often 46 µM), without a hit: top-dose activity change, positive = activation, hits mostly activators. AID 504466. HEK293T ELG1-luciferase reporter, luminescence, 16 h; note: % of control where 0% means no effect; nearly all actives have a fitted effect of over 60% in size
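DMSO vehicle served as control against compound-treated ELG1-luciferase HEK293T cells; exposure lasted 16 hr at 37 °C and 5% CO2, followed by ONE-Glo luminescence detection after 30 min.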
* marks the source's active call; other numbers are inactive results; ? = inconclusive; . = not tested or not shown; & = joins results of further samples; [ ] = dose if it differs, or a comment. Unless noted, calls come from the whole dose curve; as a rule, active = well fitted curve in the direction sought with a large enough effect; inconclusive = small, poorly fitted or top-dose-only effect, or another doubt; inactive = no such curve, though single readings can be large; an effect the other way counts as inactive or inconclusive. Potency is the fitted concentration of half-maximal effect.

SMILES	uPA generation	Gal4-VP16 FLuc	MBNL1 CUG block	Rab9 prom act	BRCA1 expr up	NPC1 promoter act	FLuc counter	CXXC DNA block	RORgamma inh	p53 reactivator	ELG1 genotox
CN(C)c1nnnn1-c1ccc(Cl)cc1	0.3%	-3.8%	.	2.0%	8.3%	-5.3%	-2.8%	-4.8%	-23.1%	0.5%	1.2%
O=C(Nc1ccc(-c2cnco2)cc1)c1ccc(Cl)cc1	7.6%	1.0%	6.2%	29.6%	72.4%	?	-10.5%	-4.6%	-20.8%	4.4%	?
Cc1cc(Cl)ccc1NC(=S)NCc1ccc(F)cc1	6.0%	7.08µM*	-9.2%	-2.6%	-10.0%	-1.2%	-1.7%	3.6%	6.31µM*	-7.8%	-9.4%
c1ccc(-c2cn(C[C@H]3CC[C@H](Cn4cc(-c5ccccn5)nn4)O3)nn2)nc1	8.0%	?	-3.1%	-1.5%	-6.2%	3.1%	-1.6%	-1.2%	-7.3%	10.0%	0.3%
COc1ccc(C)cc1NC(=O)CN1C(=O)C(=O)N(C2CCCC2)C1=O	-11.7%	.	.	0.4%	-11.1%	1.4%	-34.5%	.	.	9.9%	-0.1%
Cc1ccc(S(=O)(=O)N2CCN(C(=O)CC3CCCC3)CC2)cc1	-10.5%	-3.4%	-8.5%	-5.5%	-27.6%	-1.7%	3.5%	17.3%	24.4%	-8.7%	-1.0%
Cc1csc(C2=C(O)CN(c3ccc4c(c3)OCCOCCOCCOCCO4)C2=N)n1	2.7%	-0.4%	-8.7%	1.3%	0.0%	2.3%	-0.8%	9.7%	-9.2%	3.9%	0.5%
Cc1ccc2nc(-c3ccc(NS(C)(=O)=O)cc3)cc(-c3ccccc3)c2c1	.	22.4µM*	2.3%	-12.7%	-22.0%	-5.8%	3.0%	-7.3%	?	-10.1%	0.1%
Fc1ccc(/C=N/n2c(C3CCCCC3)n[nH]c2=S)cc1	-1.9%	7.94µM*	4.3%	-0.2%	-9.6%	-1.3%	-0.4%	2.5%	3.55µM*	?	-0.5%
COc1ccc(Br)cc1CN(C)CC(=O)Nc1cc(Cl)ccc1Cl	1.7%	-8.2%	0.0%	0.3%	-21.3%	-2.3%	5.2%	-4.1%	44.2%	-5.9%	0.2%
CCOCCCNC(=O)C1(O)c2cc(Br)ccc2NC(=O)N1c1ccc(CC)cc1 (configuration not stated)	3.0%	0.3%	-7.9%	-0.8%	-15.5%	-7.7%	-0.1%	1.3%	5.9%	16.3%	-8.4%
COc1ccc(-c2csc(/C(C#N)=C\c3cccc([N+](=O)[O-])c3)n2)cc1	.	-2.0%	-12.1%	0.8%	.	-4.8%	-0.2%	-5.1%	-4.5%	7.6%	0.9%
Cc1ccc(NC(=O)c2ccc(=O)n(CC(=O)Nc3c(C)cc(C)cc3C)n2)cc1	-16.8%	-27.4%	0.9%	-10.0%	-21.4%	-1.5%	0.5%&-1.4%	23.4%	-14.5%	-2.0%	-0.3%
CCOc1ccc(CCNC(=O)Cn2ncn3nc(-c4ccc(OC)cc4)cc3c2=O)cc1	6.9%	?	7.2%	19.4%	41.1%	13.6%	-4.7%	.	?	.	?
COc1ccccc1NC(=O)Nc1nnc(C(C)c2ccccc2)s1 (configuration not stated)	-4.8%	14.4%	-4.6%	0.3%	26.4%	1.0%	-16.3%	1.9%	37.0%	.	9.7%
CCn1cnc2cc(NCc3ccc(OC)cc3)ccc21	.	-0.5%	-0.3%	?	?	?	?	20.2%	0.0%	?	?
CN1C/C(=C/c2ccncc2)C(=O)/C(=C/c2ccncc2)C1	-7.5%	3.98µM*	-1.7%	-0.6%	-13.3%	-12.8%	-1.7%	13.7%	12.6µM*	-17.9%	-10.9%
COc1ccc(/C=C/C(=O)OC2CCCCC2CN(C)C)cc1 (configuration not stated)	-1.4%	-0.2%	9.4%	0.8%	-20.9%	-2.0%	-2.7%	14.8%	-10.2%	-1.7%	2.2%
O=C(NCc1ccc2c(c1)OCO2)c1cc2c(s1)CS(=O)(=O)C2	2.7%	-8.2%	3.6%	25.5%	22.3%	-0.5%	2.4%[2.3 µM]	-0.3%	-2.4%	-6.6%	0.0%
OC12CCCCC1C(c1ccc3c(c1)OCO3)N(Cc1ccccc1F)CC2 (configuration not stated)	2.3%	?	-6.8%	20.3%	2.6%	-1.1%	-1.3%	11.3%	-28.1%	7.3%	-8.3%
Cc1ccc(C(=O)N/C(=C\c2cccs2)c2nc3ccccc3[nH]2)cc1	5.2%	-19.4%	0.5%	-1.5%	-6.2%	-1.6%	1.5%	5.9%	25.6%	-11.3%	0.2%
Cc1ccc(NC(=O)COC(=O)c2ccc(Br)o2)cc1S(=O)(=O)N1CCCCC1	-7.7%	.	.	-11.0%	-1.8%	-1.1%	1.0%	.	.	1.9%	-0.1%
O=C(CNC(=O)c1ccccc1Br)N/N=C\c1cc([N+](=O)[O-])cc(Br)c1O	4.0%	7.94µM*	?	-2.8%	2.1%	-0.7%	?	1.5%	11.2µM*	3.4%	-4.6%
CC1CCN(S(=O)(=O)c2ccc(NC(=O)C3CC(=O)N(c4ccccc4)C3)cc2)CC1 (configuration not stated)	2.3%	-1.1%	-7.2%	3.4%	-67.9%	-4.8%	-1.4%	-0.9%	?	-8.4%	-17.0%
CCn1cc(C(=O)NCc2cccc(C(F)(F)F)c2)c(=O)c2ccc(C)nc21	4.7%	-2.9%	-1.3%	-2.1%	-15.6%	1.5%	0.6%	-2.9%	0.5%	6.0%	-0.1%
(next part)
SMILES	uPA generation	Gal4-VP16 FLuc	MBNL1 CUG block	Rab9 prom act	BRCA1 expr up	NPC1 promoter act	FLuc counter	CXXC DNA block	RORgamma inh	p53 reactivator	ELG1 genotox
CNC(=O)c1cc(Oc2ccc(NC(=O)Nc3ccc(Cl)c(C(F)(F)F)c3)cc2)ccn1	?	8.91µM*	.	-22.2%	-70.3%&-18.4%	-8.9%	-12.4%	10.3%	?	-2.6%	-9.3%
C/C=C/C(=O)N1CC2(CC(c3cccc(NC(=O)CC)c3)=NO2)C[C@H]1C(N)=O (some centres not stated)	-7.5%	-11.8%	-4.5%	0.5%	1.3%	-1.0%	-2.8%	5.9%	-3.9%	-1.1%	0.9%
Cc1cc2cc3c(cc2nc1SCC(=O)O)CCC3	-3.0%	-7.6%	2.8%	-5.5%	-17.3%	-6.7%	?	0.8%	-2.0%	-0.8%	1.3%
O=C(NNc1c2ccccc2nc2ccccc12)c1ccc(O)cc1	?	?	?	8.3%	56.7%	0.9%	16.9µM*	?	-29.4%	-3.8%	5.3%
CC1CCCC(NC(=O)c2nn(C)c3c2CS(=O)(=O)c2ccccc2-3)C1C (configuration not stated)	-12.6%	-1.3%	1.3%	-0.1%	-2.6%	-1.6%	0.6%	-3.6%	3.1%	-9.0%	-5.1%
O=C(CCCn1cnc([N+](=O)[O-])n1)Nc1ccc(Cl)c(Cl)c1	10.6%	1.4%	?	-2.8%	-3.3%	-3.2%	5.9%	-3.0%	5.0%	3.7%	1.0%
Cc1ccc(C(C(=O)NCCc2ccccc2)N(C(=O)c2csnn2)C2CC2)cc1 (configuration not stated)	.	-3.2%	-4.5%	3.8%	-19.7%	6.0%	1.2%	0.0%	23.2%	-5.1%	-0.2%
CC(C)C(NC(=O)c1ccc(C(C)(C)C)cc1)C(=O)Nc1cccc(S(N)(=O)=O)c1 (configuration not stated)	4.6%	-9.9%	-0.6%	-30.5%[inhibitor]	-32.2%	-1.6%	-14.1%	-1.2%	11.3%	-1.4%	-10.6%
CCOC(=O)N1CCC(N2C(=O)c3ccccc3C2Nc2cc(C)cc(C)c2)CC1 (configuration not stated)	2.6%	3.3%	-2.2%	-9.7%	-25.9%	1.0%	7.2%	9.5%	22.4%	-0.2%	-5.5%
CNCCOc1ccccc1-c1ccccc1	-1.0%	-1.3%	1.3%	-5.1%	-4.1%	1.1%	6.3%	-3.0%	-17.0%	-3.4%	-1.0%
Cc1ccc(NC(=S)N/C(=N/S(=O)(=O)c2ccccc2)c2ccccc2)cc1	-9.6%&-3.5%	12.6µM*	0.5%	2.5%	12.6µM*	8.6%	10.7µM*	-19.4%	?	?	23.1µM*
CCOC(=O)N1CCC(N2CCN(c3ccccc3)CC2)CC1	-1.7%	5.2%	-5.6%	0.2%	-1.9%	-7.2%	-0.2%	1.5%	13.6%	5.3%	-6.4%
Cc1cc(=O)oc2c3c(cc(OCC(=O)NCCC(=O)O)c12)OC(C)(C)CC3	-0.8%	2.1%	13.3%	-2.2%	7.2%	-2.6%	-6.4%	-4.1%	-14.1%	1.1%	-0.3%

High-throughput results as filed in PubChem BioAssay.

These rows are one share of the data; rates above refer to the full screens.
